Compound activity: PubChem BioAssay, several laboratories
rCAG binder: r(CAG) repeat RNA binding; TO-PRO-1 dye displacement fluorescence; inhibition, % at 3 µM; 1.3% of 370,000 active; AID 651821;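 active = inhibition above the plate cutoff, the mean of all test compounds on that plate plus 3 SD, cut at about 35% in these data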;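 also: 0% = DMSO alone and 100% = 100 µM mitoxantrone as full dye displacement; higher means more dye released from RNA so lower well fluorescence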
ABHD4 inh: ABHD4 (mouse) inhibition, primary FP screen; 0.54% of 370,000 active; Q8VD66; purified mABHD4, FP-Rh probe fluorescence polarization; inhibition, % at 8.92 µM;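 active = inhibition exceeding the mean over every tested compound plus 3 SD, cut at about 30% in these data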;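 also: 0% = plate median of compound wells and 100% = S159A mutant with DMSO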
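Assay system: mouse ABHD4 enzyme, wild type / Also added: fluorescent activity-based probe FP-Rh / Doses: single nominal dose of 8.92 µM, 0.89% DMSO final / Timing: 45 min compound pre-incubation plus 60 min probe step, 25 °C / Signal: FP readout, ex 525 nm / em 598 nm / Control set: S159A mutant/DMSO as 100%, compound-well median as 0%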
PRMT1 FP inh: PRMT1 (human) inhibition, primary screen; 1.3% of 370,000 active; inhibition, % at 2.79 µM; Q99873; recombinant PRMT1, activity-based probe fluorescence polarization;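 active = inhibition above about 21% made by adding two undisclosed values, limit read from the data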
SIAE inh: blocks human sialic acid acetylesterase | 0.69% of 370,000 active | inhibition, % at 9.66 µM | Q9HAT2 | SIAE FP-Rh probe binding, fluorescence polarization;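 active = inhibition above a cutoff: mean of compounds within the control limits plus 3 SD of those, cut at about 17% in these data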;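 also: 0% = plate median of compound wells and 100% = probe without SIAE protein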
HTRA1 inhibitor: inhibitors of human serine peptidase HTRA1; 0.5% of 340,000 active; inhibition, % at 5.96 µM; recombinant HTRA1, FP-rhodamine activity-based probe, fluorescence polarization; in the data active = inhibition above about 36%;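 also: 0% = enzyme with DMSO and 100% = wells lacking enzyme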
TCR CD3 inh: human TCR-CD3 binding inhibition; 0.37% of 360,000 active; AID 651800; inhibition, % at 9.4 µM; TAMRA-labeled TCR probe fluorescence, biochemical; in the data active = inhibition above about 19%;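 also: recombinant mutant TCR 2C K166C tagged with TAMRA read by polarization; 0% = receptor in buffer alone and 100% = receptor with positive control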
MBD2 DNA inh: blocks human MBD2 binding to methylated DNA. TR-FRET, MBD2 binding to methylated oligonucleotide. Q9UBB5. 0.31% of 370,000 active. inhibition, % at 4.4 µM; in the data active = inhibition above about 13%
UHRF1 MBD2 ctr: UHRF1 methyl-DNA binding inhibition | UHRF1 binding to methylated oligo, TR-FRET | inhibition, % at 4.4 µM | AID 687016 | 0.75% of 370,000 active; in the data active = inhibition above about 21%;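 also: UHRF1 SRA domain binding a hemimethylated CpG hairpin DNA probe; 0% = median of test compound wells and 100% = reference inhibitor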
NPR1 activator: GC-A (human) enzyme activation | 0.14% of 370,000 active | AID 1671463 | activation, % at 10 µM | P16066 | HEK293 GC-A cells, cGMP TR-FRET, EC30 ANP; 0% at EC30 ANP, 100% saturating ANP; in the data active = activation above about 40%
Target sequence (P16066 whole entry, looked up): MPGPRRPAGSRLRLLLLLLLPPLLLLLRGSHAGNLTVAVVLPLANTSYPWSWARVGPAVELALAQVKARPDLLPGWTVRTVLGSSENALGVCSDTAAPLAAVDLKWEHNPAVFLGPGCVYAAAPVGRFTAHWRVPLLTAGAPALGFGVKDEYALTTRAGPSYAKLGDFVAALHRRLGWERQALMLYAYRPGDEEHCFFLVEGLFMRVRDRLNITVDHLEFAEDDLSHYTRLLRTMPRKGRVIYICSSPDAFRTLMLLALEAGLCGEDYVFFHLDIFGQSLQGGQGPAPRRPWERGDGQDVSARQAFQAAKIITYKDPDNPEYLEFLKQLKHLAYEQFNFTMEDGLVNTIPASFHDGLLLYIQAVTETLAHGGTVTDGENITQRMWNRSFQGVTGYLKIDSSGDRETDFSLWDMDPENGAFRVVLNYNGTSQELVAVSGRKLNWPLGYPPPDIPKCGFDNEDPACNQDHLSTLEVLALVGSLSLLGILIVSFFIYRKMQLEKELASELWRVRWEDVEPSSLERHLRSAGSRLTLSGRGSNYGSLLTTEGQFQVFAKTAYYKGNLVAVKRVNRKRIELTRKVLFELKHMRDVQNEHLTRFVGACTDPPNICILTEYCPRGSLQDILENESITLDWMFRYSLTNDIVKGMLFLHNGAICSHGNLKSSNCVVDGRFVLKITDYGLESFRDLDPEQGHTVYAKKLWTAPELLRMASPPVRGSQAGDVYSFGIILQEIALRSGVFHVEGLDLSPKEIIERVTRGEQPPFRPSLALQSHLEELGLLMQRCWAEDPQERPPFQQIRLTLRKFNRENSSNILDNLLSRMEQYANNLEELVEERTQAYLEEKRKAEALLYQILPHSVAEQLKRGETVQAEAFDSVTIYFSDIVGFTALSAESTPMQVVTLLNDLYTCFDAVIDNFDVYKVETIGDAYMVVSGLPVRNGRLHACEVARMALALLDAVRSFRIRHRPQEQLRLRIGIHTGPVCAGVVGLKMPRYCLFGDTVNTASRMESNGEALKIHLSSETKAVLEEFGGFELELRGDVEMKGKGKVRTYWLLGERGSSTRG
NPR2 activator: GC-B (human) receptor activation; activation, % at 10 µM; HEK293-GC-B cells, CNP EC30, cGMP TR-FRET; 0% at EC30 CNP, 100% saturating CNP; 0.11% of 370,000 active;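 active = activation at 10 µM reaching about 35% in either raw or pattern-adjusted values, limit read from the data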
Active calls of the source: *; / = not tested or not shown. An excerpt; rates above refer to the full screens.

SMILES	rCAG binder	ABHD4 inh	PRMT1 FP inh	SIAE inh	HTRA1 inhibitor	TCR CD3 inh	MBD2 DNA inh	UHRF1 MBD2 ctr	NPR1 activator	NPR2 activator
O=C(COC(=O)CN1C(=O)NC2(CCCC2)C1=O)Nc1ccc(C(F)(F)F)cc1[N+](=O)[O-]	-4	1	0	2	2	3	2	-2	3	7
O=C(NC1CCCCC1)C(=O)c1c(-c2ccccc2)[nH]c2ccccc12	0	-5	-2	5	-19	5	3	-2	-4	3
COc1ccc(C(CNC(=O)c2ccc3c(c2)OCCO3)N(C)C)cc1 (stereo not given)	-1	1	-2	5	-1	-3	0	0	-8	-1
CCCn1c(N)c(N(CCOC)C(=O)c2cccc(Cl)c2)c(=O)[nH]c1=O	0	0	3	4	0	2	-6	1	2	7
Cc1cccc(-c2cc(C(=O)Nc3ccncc3)c3ccccc3n2)c1	7	-30	2	-13	-22	-7	-5	1	-2	-2
O=C(NCCc1cccs1)c1ccc(Cl)c(Cl)c1	-5	-3	-1	-1	-8	3	4	2	-4	0
Cc1ccc(C(=O)OCC(=O)NCc2ccco2)cc1C	-2	-2	-8	0	2	0	-6	1	3	1
Cc1nc(N2CCN(C(=O)c3ccco3)CC2)[nH]c(=O)c1C	5	-10	-3	4	-1	-2	2	4	-5	-5
CC(C)NC(=O)COc1coc(CN2CCN(Cc3ccccc3)CC2)cc1=O	-3	1	-1	1	3	4	-5	1	0	0
COc1ccc(OC)c(NC(=O)C2C3C=CC(C3)C2C(=O)NCc2cccnc2)c1 (stereo not given)	-4	-2	-1	9	/	5	3	-1	-4	-3
COc1ccccc1Cn1nnc2c(=O)[nH]c(C3CCN(C(=O)c4ccccc4Cl)CC3)nc21	7	22	2	-6	-4	3	-2	2	36	48*
CCc1nnc(NC(=O)CSc2ccc(-c3nc4ccc(C)cc4[nH]3)cn2)s1	12	-10	0	-28	-31	-1	3	-5	4	-2
COc1ccc(S(=O)(=O)N2CCCC(C(=O)NCc3ccccc3)C2)cc1 (stereo not given)	-2	-5	-2	7	1	-4	1	1	0	0
O=C(/C=C/c1ccccc1Cl)NC(=S)Nc1ccccc1C(=O)NC1CCCCC1	5	1	-1	-2	-3	4	4	-4	0	2
CC(=O)N(CC(C)C(=O)O)c1c(I)cc(I)c(N)c1I (stereo not given)	5	-1	-1	-4	-4	-4	0	4	3	7
CC(C)C[C@H](NC(=O)Nc1ccc(S(N)(=O)=O)cc1)C(=O)O	-1	7	-2	-3	-2	0	2	-2	0	-1
CC(=N/O)/C(C)=N\NC(=O)c1ccccn1	0	4	-4	4	19	-5	1	1	0	-3
COc1cc(C)ccc1OCc1cc(C(=O)NC(c2ccccn2)C(F)(F)F)no1 (stereo not given)	0	1	-9	-3	-11	1	1	-1	-3	3
NC1(C(=O)O)CCCCC1c1ccccc1 (stereo not given)	0	-2	0	2	5	8	1	2	1	3
O=C(Cc1sc(-c2ccccc2)nc1-c1ccccc1)Nc1ccc(Cl)cc1	4	-4	0	4	-30	12	-6	-1	-3	0
COc1ccc(N(C(=O)CCl)C(C(=O)NCCc2ccccc2)c2cccs2)cc1Cl (stereo not given)	-4	-5	2	2	-11	-6	-5	0	-35	-12
CCOC(=O)C1CCN(C(=O)COc2ccc(C(=O)c3ccccc3)cc2)CC1	-2	-4	3	-2	/	-5	1	2	-1	0
CN1CCN(C(=S)Nc2cccc(Cl)c2)CC1	-2	-2	-2	0	-3	6	5	0	3	1
Cc1csc(SCC(=O)NC(=O)NC(C)(C)C)n1	-2	2	0	4	-4	5	-4	1	2	5
COC(=O)CCCNC(=O)c1ccc(OC2CCN(CCc3ccccc3)CC2)cc1	-9	-1	1	-3	4	2	-1	3	-2	6
CCOC(=O)N1CCN(Cc2nc3c(c(=O)n(C)c(=O)n3C)n2Cc2ccccc2C)CC1	-6	1	0	-2	1	6	-2	1	-4	1
CN(C)S(=O)(=O)c1cccc(C(=O)N/N=C\c2ccccc2[N+](=O)[O-])c1	4	9	4	2	/	/	7	-3	-6	-7
COc1cc2c(cc1OC)CN(C(=O)c1ccc(Cl)c(S(=O)(=O)N3CCCC3)c1)CC2	0	6	-1	11	-13	-4	-4	0	2	2
C=CCNCCOc1ccccc1-c1ccccc1	-1	1	2	3	12	5	2	-1	-8	-4
Fc1ccc(-c2cc(-c3nnc4sc(-c5ccco5)nn34)[nH]n2)cc1	20	-21	-4	-12	/	/	0	-6	5	1
Cc1c(C)n(CCc2ccccc2)c2ncnc(NCCO)c12	-5	1	0	-3	10	7	1	2	-4	2
COc1cc(NC(=O)c2cc([N+](=O)[O-])ccc2Br)ccc1NC(=O)c1ccco1	8	-23	0	2	-14	3	4	4	7	-1
CCOC(=O)c1ccc(CNC(=O)CCC(=O)O)cc1	0	8	1	-3	11	-7	3	2	-1	-2
Cc1ccc2c(C)c(C(=O)Nc3cccnc3)oc2c1	-4	-4	-3	5	-11	5	-2	-2	1	0
O=C(Cc1ccccc1[N+](=O)[O-])NC1CCN(Cc2ccccc2)CC1	-2	4	-8	-7	0	2	-4	-1	1	0
COc1ccc(CC2(CO)CCN(S(=O)(=O)c3c(C)nn(C)c3C)CC2)cc1	-5	-1	2	1	-5	6	0	0	-3	-1
C=CCNC(=O)c1ccccc1NC(=O)c1ccccc1C	-1	3	1	-1	-2	4	-3	2	2	2
O=C(CCNC(=O)c1ccccc1Cl)Nc1ccc(S(=O)(=O)Nc2nccs2)cc1	8	1	-1	0	0	5	-5	-1	-2	6
Cc1ccccc1Oc1ccc2c(c1)[C@@H]1C[C@H](N(C)C(=O)Nc3cc(Cl)cc(Cl)c3)[C@H]([C@H](C)O)C(=O)N1CC2	13	-24	1	-46	-83	-1	1	1	-3	0
CC1(C(=O)NS(=O)(=O)c2ccccc2)CCN1C(=O)C1(c2ccc(Cl)cc2)CC1 (stereo not given)	16	-4	1	0	/	-5	2	3	7	6

Printed as active in NPR2 activator, of those listed so far:
| structure | ABHD4 inh | PRMT1 FP inh | SIAE inh | HTRA1 inhibitor | TCR CD3 inh | MBD2 DNA inh | UHRF1 MBD2 ctr | NPR1 activator | NPR2 activator |
| --- | --- | --- | --- | --- | --- | --- | --- | --- | --- |
| COc1ccccc1Cn1nnc2c(=O)[nH]c(C3CCN(C(=O)c4ccccc4Cl)CC3)nc21 | 22 | 2 | -6 | -4 | 3 | -2 | 2 | 36 | 48* |

The list continues:
SMILES	rCAG binder	ABHD4 inh	PRMT1 FP inh	SIAE inh	HTRA1 inhibitor	TCR CD3 inh	MBD2 DNA inh	UHRF1 MBD2 ctr	NPR1 activator	NPR2 activator
Cc1cccn2cc(-c3ccc(F)cc3)cc12	5	6	2	11	33	3	1	-5	2	0
CCOC(=O)C1=NNC2(c3ccccc3)C(=O)N(c3cccc(Br)c3)C(=O)C12 (stereo not given)	-2	-5	1	4	-10	4	-5	-3	-1	1
COc1ccc(NC(=O)c2cc(C3CCCCN3S(=O)(=O)c3ccc(F)cc3F)on2)c(C)c1 (stereo not given)	2	-7	0	-5	/	-3	0	0	2	3
COc1cccc(CNS(=O)(=O)c2ccc3c(c2)NC(=O)CS3)c1	4	1	7	-5	0	5	0	1	3	1
CC(=O)NC1(c2cccc(F)c2)CCN(CC(=O)NC2CCCCC2)CC1	-3	-8	-4	-10	-4	9	-1	5	2	5
O=C(C[C@@H]1C/C=C\CCCC(=O)OC[C@@H]2CCCN2C1=O)N[C@H](CO)Cc1ccccc1	-7	4	-1	6	0	-4	0	-4	1	-1
COc1ccccc1-c1nc(C(N)=O)c2[nH]c(=O)n(-c3cccc(C)c3)c2n1	3	-6	-3	-7	-7	1	-2	-1	9	8
CN(c1cc2c(c3c1ccn3C)C1CCC2C1)C1CCCCC1 (stereo not given)	1	-2	-6	5	/	2	-1	-5	-3	-6
Cc1ccc(N2CCN(C(=O)N3CCOCC3)CC2)c(C)c1	-4	2	-1	4	6	-1	1	-2	1	-1
NC(=O)c1c(NC(=O)C2CC=CCC2C(=O)O)sc2c1CCCCC2 (stereo not given)	3	12	23*	9	7	1	7	3	6	1
CCOC(=O)N1CCN(C(=O)c2cc3c(=O)n4cccc(C)c4nc3s2)CC1	0	4	1	-3	2	4	-2	1	2	1
Cc1ccc(C(O)Cn2nc(C)cc2C)cc1 (stereo not given)	-3	8	0	-9	-1	-5	4	-1	1	1
CN(C)C1CN(Cc2cn(Cc3ccc(F)cc3)nn2)S(=O)(=O)C1 (stereo not given)	1	2	-5	9	/	0	-2	-2	0	2
CC(C)CCN1C(=O)c2ccc(C(=O)OCC(=O)N(C)C3CCS(=O)(=O)C3)cc2C1=O (stereo not given)	-9	6	3	-1	1	1	3	-1	3	3
COCCCNC(=S)NNC(=O)Cn1nc(C)c(Br)c1C	1	2	-2	-1	4	6	0	0	2	-6
CCOc1ccc(N2CC(C(=O)Nc3cccc(S(=O)(=O)N4CCOCC4)c3)CC2=O)cc1 (stereo not given)	6	-4	-5	-3	-2	3	-2	-1	-2	-2
CCOC(=O)c1cc2ccc3ccccc3c2s1	4	-8	1	-2	-26	5	0	0	-11	-11
COc1ccc(S(=O)(=O)N2CCCCC2)cc1NC(=O)CCC(=O)N1CCC(c2ccccc2)=N1	3	-1	-9	0	3	-2	-1	-1	-3	-4
CN(CC(=O)Nc1ccccc1C(F)(F)F)C(=O)COc1ncnc2sccc12	4	6	-4	14	1	6	-2	-3	2	1
COc1ccccc1OCc1ccc(C(=O)Nc2ccncc2)o1	7	-4	-2	-5	-4	32*	-1	2	-6	-8
COCCN1C(=O)N[C@@H](c2ccccc2)C(C(C)=O)=C1C	-2	-4	1	5	/	0	1	-1	-2	-8
O=C1NC(Cc2ccc(O)cc2)c2nc3cc(F)c(F)cc3c(=O)n2-c2cc3ccccc3cc21 (stereo not given)	16	-37	3	-32	-85	-5	1	-1	-1	38*
COc1ccc(-c2csc(NC(=S)NC(=O)c3cccs3)n2)cc1Br	10	-14	-4	-10	/	-2	2	-3	-2	-13
CC1=C(C(=O)N(C)C)CC(CC(=O)NC(c2ccccc2)c2ccccc2)C(=O)N1CCC1=CCCCC1 (stereo not given)	0	1	3	1	-6	0	6	16	-3	3
O=C(COC(=O)c1ccc(-c2ccc([N+](=O)[O-])cc2)o1)NC(=O)NC12CC3CC(CC(C3)C1)C2	8	1	2	6	4	3	5	1	-3	-3
Cc1ccc(C(=O)C2=C(O)C(=O)N(Cc3cccnc3)C2c2ccc(Br)cc2)o1 (stereo not given)	5	5	0	4	-1	-3	1	-5	5	9
O=C(c1[nH]c(C(F)(F)F)nc1-c1ccccc1)N1CCN(C/C=C/c2ccccc2)CC1	13	7	-1	6	/	-2	1	11	2	-1
Cc1cccc(OCCCCCn2ccnc2)c1	-6	11	3	8	3	-4	3	1	6	5
C#CCNC(=O)C[C@H]1C[C@@]2(C(=O)OC)C(=C[C@H](COCc3ccccc3)O[C@@H]2C)N(Cc2ccccc2)C1=O	5	7	1	11	/	/	2	-2	2	-9
CC1CN(CC(O)COC(c2ccc(Cl)cc2)c2ccc(Cl)cc2)CC(C)O1 (stereo not given)	-9	9	-1	-1	-17	1	-3	-1	-16	-19
N=C(c1cccc([N+](=O)[O-])c1)N1CCCCC1	2	-3	1	-3	2	-5	-6	-3	-1	-8

Complete entries, quoted from the list. Values in the order: rCAG binder	ABHD4 inh	PRMT1 FP inh	SIAE inh	HTRA1 inhibitor	TCR CD3 inh	MBD2 DNA inh	UHRF1 MBD2 ctr	NPR1 activator	NPR2 activator
`Cc1cccc(OCCCCCn2ccnc2)c1` is listed as -6	11	3	8	3	-4	3	1	6	5
`CC1CN(CC(O)COC(c2ccc(Cl)cc2)c2ccc(Cl)cc2)CC(C)O1` (stereo not given) is listed as -9	9	-1	-1	-17	1	-3	-1	-16	-19
`COc1ccc(-c2csc(NC(=S)NC(=O)c3cccs3)n2)cc1Br` is listed as 10	-14	-4	-10	/	-2	2	-3	-2	-13
